Bioassay records as filed in PubChem.
rCAG binder: binds r(CAG) RNA repeats | r(CAG) RNA repeat, TO-PRO-1 dye displacement fluorescence | inhibition, % at 3 µM | 1.3% of 370,000 active;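 active = inhibition above the plate cutoff, the mean of all test compounds on that plate plus 3 SD, cut at about 35% in these data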;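 also: 0% = DMSO alone and 100% = 100 µM mitoxantrone as full dye displacement; higher means more dye released from RNA so lower well fluorescence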
Tn6 DDE FP: disrupts Tn6 cyclic peptide binding to fibrin D-Dimer-E complex. P02675. Fibrin DD(E) TRITC-Tn6 fluorescence polarization displacement. inhibition, % at 8.3 µM. 0.21% of 370,000 active. AID 720509;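 active = inhibition above a per-campaign cutoff: mean of compounds within control limits plus 3 SD, cut at about 15% in these data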;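 also: 0% = median of all compound wells on the plate and 100% = blocking peptide control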
GAA850 FXN act: frataxin GAA850 promoter activation | AID 540364 | 0.56% of 360,000 active | activation, % at 6 µM | HEK293 lucGAA850 FXN promoter luciferase reporter, 24 h; percent of 10 µM SAHA response;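 active = activation above the average of all compounds screened plus 3 SD, cutoff fixed separately per campaign, cut at about 7.5% in these data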;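 also: 0% = DMSO wells and 100% = 10 µM SAHA wells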
ASAP1 inh: inhibitors of human ASAP1 ArfGAP activity. 0.19% of 360,000 active. inhibition, % at 16.5 µM. AID 624377. ASAP1-stimulated ARF1 GTP hydrolysis, GDP FP detection. Q9ULH1; in the data active = inhibition above about 25%;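 also: 0% = vehicle with enzyme and substrate and 100% = no enzyme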
Target sequence (Q9ULH1 325-724 limits assumed): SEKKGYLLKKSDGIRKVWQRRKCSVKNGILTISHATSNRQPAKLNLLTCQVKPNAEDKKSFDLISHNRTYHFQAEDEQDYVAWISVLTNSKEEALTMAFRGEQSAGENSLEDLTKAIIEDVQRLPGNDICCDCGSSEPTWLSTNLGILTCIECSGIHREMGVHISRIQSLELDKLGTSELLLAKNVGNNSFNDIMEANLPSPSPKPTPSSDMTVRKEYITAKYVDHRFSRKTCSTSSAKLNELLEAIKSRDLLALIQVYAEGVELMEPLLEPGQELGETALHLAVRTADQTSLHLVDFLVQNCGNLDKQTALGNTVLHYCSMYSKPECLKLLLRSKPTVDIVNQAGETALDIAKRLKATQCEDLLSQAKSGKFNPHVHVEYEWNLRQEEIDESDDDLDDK
NPR1 activator: GC-A (human) enzyme activation | 0.14% of 370,000 active | activation, % at 10 µM | HEK293 GC-A cells, cGMP TR-FRET, EC30 ANP; 0% at EC30 ANP, 100% saturating ANP; in the data active = activation above about 40%
ARFGAP1 inh: inhibitors of rat ARFGAP1 | Q62848 | Arfgap1-stimulated ARF1 GTP hydrolysis, GDP FP detection | inhibition, % at 16.5 µM | 0.26% of 360,000 active | AID 651572;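 active = inhibition above a per-plate limit, mean inhibition of low control wells plus 3 SD, cut at about 25% in these data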;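 also: 0% = DMSO wells with enzyme and 100% = wells lacking Arfgap1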
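Repeats: one replicate per compound; assay system: rat Arfgap1 catalytic domain, aa 1-136; times: enzyme reaction 120 min at 25 °C after 20 min preincubation; detection: FP of antibody-bound GDP Alexa 633 tracer, ex 620/em 688 nm; benchmarks: high control wells lacking Arfgap1, low control full reaction with DMSO; reagent: human ARF1(Δ1-17)-GTP substrate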
HGIII-sPLA2 inh: Blocks human group III sPLA2 activity. Q9NZ20. QFRET BODIPY PC-A2 liposome hydrolysis, fluorescence. inhibition, % at 12.2 µM. 0.56% of 370,000 active;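 active = inhibition above mean plus 3 SD of compounds lying within the high and low control bounds, cut at about 19% in these data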;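 also: 0% = median of test compound wells and 100% = no enzyme DMSO wells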
ADAM10 inh: ADAM10 inhibition, QFRET primary screen | O14672 | recombinant ADAM10, EDANS/DABCYL FRET peptide cleavage, 3 h | inhibition, % at 7 µM | 0.62% of 370,000 active;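 active = inhibition above a per-campaign cutoff equal to the mean of compounds falling between control-based bounds plus 3 SD, cut at about 20% in these data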;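 also: 0% = DMSO wells while the 100% control is not disclosed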
Target sequence (O14672 214-748 limits assumed): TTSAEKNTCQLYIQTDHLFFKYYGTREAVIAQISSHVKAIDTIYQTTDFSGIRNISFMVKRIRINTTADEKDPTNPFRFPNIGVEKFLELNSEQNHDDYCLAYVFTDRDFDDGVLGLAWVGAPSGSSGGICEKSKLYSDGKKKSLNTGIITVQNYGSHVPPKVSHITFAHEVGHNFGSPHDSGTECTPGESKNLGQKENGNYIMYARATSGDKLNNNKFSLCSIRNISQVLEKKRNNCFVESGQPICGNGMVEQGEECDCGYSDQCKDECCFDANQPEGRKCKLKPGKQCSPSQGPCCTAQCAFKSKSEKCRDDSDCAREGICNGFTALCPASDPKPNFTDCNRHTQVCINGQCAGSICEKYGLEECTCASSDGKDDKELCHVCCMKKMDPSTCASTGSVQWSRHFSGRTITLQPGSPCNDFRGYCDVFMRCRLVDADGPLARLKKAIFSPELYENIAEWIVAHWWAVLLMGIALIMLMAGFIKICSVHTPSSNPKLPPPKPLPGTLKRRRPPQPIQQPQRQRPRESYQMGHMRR
KLK7 zymogen act: activates the human kallikrein-7 zymogen | P49862 | purified proKLK7, EDANS-DABCYL substrate fluorescence; 100% is mature enzyme control, 0% vehicle | activation, % at 7 µM | 0.9% of 370,000 active | AID 652039;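 active = activation above the mean of all tested compounds plus 3 SD, computed per campaign excluding outliers beyond control limits, cut at about 13% in these data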
NPR2 activator: GC-B (human) receptor activation; P20594; HEK293-GC-B cells, CNP EC30, cGMP TR-FRET; 0% at EC30 CNP, 100% saturating CNP; activation, % at 10 µM; 0.11% of 370,000 active; AID 1920062;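 active = activation at 10 µM reaching about 35% in either raw or pattern-adjusted values, limit read from the data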
Active calls of the source: *; i = inactive; x = not tested or not shown.

Values run as follows: rCAG binder	Tn6 DDE FP	GAA850 FXN act	ASAP1 inh	NPR1 activator	ARFGAP1 inh	HGIII-sPLA2 inh	ADAM10 inh	KLK7 zymogen act	NPR2 activator
(1) CC1(C)CC(=O)C2=C(C1)N(c1ccccc1)C(N)=C(C#N)C2c1cccnc1 (stereo not given)
  1	0	0.9	-19	-5	-18	-4	-2	-0.4	-1
(2) CC(=O)c1c(C)[nH]c(C(=O)OCC(=O)Nc2c(C)n(C)n(-c3ccccc3)c2=O)c1C
  0	13	-0.9	6	-3	4	-7	-5	0.7	1
(3) COCCNC(=O)c1c(N)n(CCCn2ccnc2)c2nc3ccccc3nc12
  5	-6	-0.1	-4	-3	5	5	i	5.4	8
(4) Cc1coc2cc3oc(=O)ccc3cc12
  1	-7	2.3	19	0	-2	-1	-79	4.1	-7
(5) COCCCNC(=S)NC(=O)c1ccc([N+](=O)[O-])cc1
  -1	8	3.3	2	1	-8	9	-6	-0.4	2
(6) Cc1c2c([n+]3n1CCC3)CC(C)(C)CC2=O
  0	-9	0.8	11	2	-1	-5	-5	0.0	-3
(7) COC(=O)C1=C(C)N(CCCCCC(=O)O)C(=O)NC1c1ccccc1 (stereo not given)
  4	5	2.7	3	5	7	9	-7	-0.5	1
(8) C=C[C@@]1(C)CC(=O)[C@]2(O)[C@@]3(C)[C@@H](O)CCC(C)(C)[C@@H]3[C@H](OC(C)=O)[C@H](O)[C@@]2(C)O1
  -6	1	12*	1	1	1	4	-6	-0.4	1
(9) O=C(O)CCNC(=O)/C(=C\C=C\c1ccccc1)NC(=O)c1ccccc1
  5	4	2.5	-6	1	2	8	-9	0.1	4
(10) Cc1onc(-c2ccccc2)c1C(=O)NC(=S)NNC(=O)c1ccc(O)cc1O
  27	15	-5.5	1	1	2	23*	12	-0.3	0
(11) Cc1nn(-c2ccc(C(=O)O)cc2)c2c1C(=O)CC(C)(C)C2
  4	3	0.9	-8	3	-2	1	13	0.2	-2
(12) CC1CN(C2=Nc3cccc4cccc2c34)CC(C)O1 (stereo not given)
  -6	3	4.3	-2	0	-2	9	-65	44*	-4
(13) COc1ccccc1CNC(=O)c1cc(-c2ccccc2C)n(CC2CC(c3cccc([N+](=O)[O-])c3)=NO2)n1 (stereo not given)
  6	-3	-3.0	3	-1	2	-15	13	0.4	8
(14) O=C(c1cccs1)N1CCC(c2nc3c(nnn3Cc3cccc(Cl)c3)c(=O)[nH]2)CC1
  2	6	-2.9	-5	1	2	4	0	-0.3	1
(15) COc1ccccc1C(=O)N1CCN(Cc2ccc3c(c2)OCO3)CC1
  -5	4	-0.7	5	0	10	-2	0	0.0	2
(16) COc1ccc(NC(=O)COc2ccc(C(=O)OCC(=O)N(C(C)C)C(C)C)cc2OC)cc1
  -5	-11	-0.9	-1	0	15	-3	3	-0.4	2
(17) CCc1ccc(N=CC23c4ccccc4C(c4ccccc42)C2C(=O)N(c4ccc(OC)cc4)C(=O)C23)cc1 (stereo not given)
  3	-7	-3.2	-2	1	7	-7	7	0.3	-5
(18) Cc1ccccc1/C=C/C(=O)NCC(=O)N1CCC(N(C)C2CCCCC2C)CC1 (stereo not given)
  -10	5	0.7	14	-2	-10	2	-7	0.0	2
(19) COCCNC(=O)C(c1ccc(C)cc1)N(C(=O)CCC(=O)Nc1ccccn1)c1cccc(C)c1 (stereo not given)
  -3	-6	-0.1	-9	-2	3	-1	5	-0.6	0
(20) O=C(O)Cn1cnc2c(NCc3ccccc3)ncnc21
  2	1	x	-1	1	-11	13	3	0.4	3
(21) COC(=O)C1=C(C)N(CCc2ccc(OC)c(OC)c2)C(=O)/C1=C\c1ccc(O)cc1
  9	7	0.6	-3	-4	-2	-10	14	1.1	0
(22) O=C(CN1CCC(O)CC1)N1c2ccccc2C=Cc2ccccc21
  -4	3	0.4	13	-14	4	-2	3	0.0	-8
(23) CC(C)[C@H](NC(=O)N1CCn2c1nc1ccccc12)C(=O)NCCc1ccccc1
  -7	-6	-1.0	5	2	4	-7	4	0.2	4
(24) Cc1cc2c(cc1C)-n1nnnc1C(N1CCCC1)C(=O)N2 (stereo not given)
  -1	3	x	10	0	-3	-8	-22	-0.3	2
(25) CCOC(=O)N1CCN(S(=O)(=O)c2ccc(C(=O)Nc3nnc(CSC)o3)cc2)CC1
  15	-2	1.8	-5	0	2	-8	4	0.0	3
(26) COc1ccc(C(C)(C)C)cc1NC(=O)c1ccoc1C
  -2	-3	1.9	9	3	-3	-4	4	-0.2	-4
(27) O=C(NCCN1CCC(n2c(=O)[nH]c3ccccc32)CC1)c1ccc(Cl)c(Cl)c1
  2	-3	x	-5	-4	9	-1	1	0.3	-1
(28) CC1Cc2cc(/C(O)=C3/C(=O)C(=O)N(CCCn4ccnc4)C3c3cccc([N+](=O)[O-])c3)ccc2O1 (stereo not given)
  10	2	1.0	4	4	-17	-6	4	-0.1	3
(29) CC/C(=N\NC(=O)OC)c1ccc(OC(F)F)cc1
  -1	5	-0.1	-9	-4	0	1	7	0.1	-2
(30) COC(=O)c1ccccc1NC=C1C(=O)OC2(CCCCC2)OC1=O
  -1	4	-2.7	8	3	0	-4	-11	-1.5	2

(cont.)
item | molecule | rCAG binder | Tn6 DDE FP | GAA850 FXN act | ASAP1 inh | NPR1 activator | ARFGAP1 inh | HGIII-sPLA2 inh | ADAM10 inh | KLK7 zymogen act | NPR2 activator
31 | O=C1C=C(NCc2ccco2)CC(c2ccc(Cl)cc2)C1 (stereo not given) | 0 | 5 | -0.7 | -4 | -2 | -5 | 1 | 0 | -0.6 | 0
32 | OC1CCCN(Cc2cccc3ccccc23)C1 (stereo not given) | 3 | -13 | -1.9 | -9 | 1 | -1 | 3 | 7 | -0.2 | 12
33 | COc1ccccc1C(=O)N1O[C@]23C=C[C@]14C[C@@H](O)CC[C@]4(C)C2CC[C@]1(C)[C@@H]([C@H](C)/C=C/[C@H](C)C(C)C)CC[C@H]13 (stereo not given in full) | 5 | -7 | x | 7 | 2 | -2 | 1 | -3 | 0.3 | -4
34 | Cc1ccc(NC(=O)NC(=O)N(C(C)C)S(C)(=O)=O)nc1 | 0 | 1 | -3.2 | -7 | 1 | 4 | -1 | -240 | 12 | 2
35 | CN(Cc1ccccc1)c1ccc([N+](=O)[O-])cc1C(=O)O | 0 | 2 | 0.6 | -10 | 1 | -13 | -4 | -6 | 1.4 | 1
36 | Nc1[nH]nc2nc(-c3ccccc3)[nH]c(=O)c12 | 2 | 6 | 0.1 | -7 | 1 | -2 | -1 | -7 | -0.6 | 2
37 | O=C(CN1C(=O)NC2(CCCc3ccccc32)C1=O)Nc1cc(F)ccc1F (stereo not given) | 2 | 1 | 1.3 | -3 | -2 | 3 | -5 | 7 | 0.5 | -3
38 | Cc1cccc(C)c1C(O)c1ncc(-c2ccccc2F)[nH]1 (stereo not given) | 2 | 0 | -0.5 | 3 | 1 | 1 | -11 | -1 | 0.8 | 2
39 | COC(=O)c1cc2c(cc1Cl)SC(=NCCCN1CCOCC1)NS2(=O)=O | 8 | 6 | -1.4 | 0 | -3 | -11 | -1 | 11 | -0.2 | 3
40 | O=C(O)CCn1c(=O)oc2cc(S(=O)(=O)N3CCCC3)ccc21 | 1 | 1 | 1.4 | 6 | -1 | -8 | 1 | -7 | 0.0 | 3
41 | Nc1nonc1C(=O)NCCNc1ccc([N+](=O)[O-])cc1 | 0 | 1 | 2.3 | -4 | -4 | 1 | -10 | 0 | -0.2 | -5
42 | O=C(CCNC(=O)N1CCn2c1nc1ccccc12)NCc1ccc(Cl)cc1 | -3 | 4 | -0.1 | -2 | -4 | -2 | 3 | 7 | -0.6 | -6

Of the compounds above, 2 have two or more sulfur atoms:
item | molecule | rCAG binder | Tn6 DDE FP | GAA850 FXN act | ASAP1 inh | NPR1 activator | ARFGAP1 inh | HGIII-sPLA2 inh | ADAM10 inh | KLK7 zymogen act | NPR2 activator
25 | CCOC(=O)N1CCN(S(=O)(=O)c2ccc(C(=O)Nc3nnc(CSC)o3)cc2)CC1 | 15 | -2 | 1.8 | -5 | 0 | 2 | -8 | 4 | 0.0 | 3
39 | COC(=O)c1cc2c(cc1Cl)SC(=NCCCN1CCOCC1)NS2(=O)=O | 8 | 6 | -1.4 | 0 | -3 | -11 | -1 | 11 | -0.2 | 3

Later entries
item | molecule | rCAG binder | Tn6 DDE FP | GAA850 FXN act | ASAP1 inh | NPR1 activator | ARFGAP1 inh | HGIII-sPLA2 inh | ADAM10 inh | KLK7 zymogen act | NPR2 activator
43 | CCc1ccc(/C=C2/SC(=S)N(CCC(=O)Nc3ccc(C(=O)O)cc3)C2=O)cc1 | 7 | -3 | -2.2 | -10 | 0 | 6 | -5 | -2 | -0.2 | -3
44 | CCC(C)NS(=O)(=O)c1ccc(S(=O)(=O)Nc2cc3c(cc2C(C)=O)OCO3)cc1 (stereo not given) | 8 | -1 | 3.4 | 9 | 3 | 0 | -9 | 0 | -0.1 | 1
45 | Cc1cccc(C)c1N1C(=O)CC(N2CCN(S(=O)(=O)c3ccccc3F)CC2)C1=O (stereo not given) | 11 | 0 | 1.1 | 4 | 1 | 0 | -1 | -13 | -0.6 | 1
46 | CC(NC(=O)C1CCC(C(=O)NC(C)c2ccccc2)CC1)c1ccccc1 (stereo not given) | 3 | 10 | 2.9 | -13 | 4 | 6 | 1 | 6 | 0.2 | 3

Limited to Tn6 DDE FP, for some of the entries so far:
entry | SMILES | Tn6 DDE FP
43 | CCc1ccc(/C=C2/SC(=S)N(CCC(=O)Nc3ccc(C(=O)O)cc3)C2=O)cc1 | -3
44 | CCC(C)NS(=O)(=O)c1ccc(S(=O)(=O)Nc2cc3c(cc2C(C)=O)OCO3)cc1 (stereo not given) | -1
45 | Cc1cccc(C)c1N1C(=O)CC(N2CCN(S(=O)(=O)c3ccccc3F)CC2)C1=O (stereo not given) | 0
